PKA-R1A act: activators of PKA-R1A holoenzyme, primary screen, biochemical, fluorescence polarization, Cy5-IP20, bovine R1A, mouse PKAc; PKA-R1A dissociation; scaled: DMSO 0%, 113 µM cGMP 100%; AID 504707, 2011; cAMP-dependent protein kinase type I-alpha regulatory subunit (Bos taurus) + …; activation, % at 11.4 µM; 340,000 compounds, 0.083% hits;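 active = percent activation above the mean of all tested compounds plus 3 SD, cut at about 19% in these data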;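 note: higher means more PKAc released from R1A so a rise in polarization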
MOR-DOR inv ag: inverse agonists of MOR-DOR heterodimerization, primary screen, cell-based, luminescence; cell-based MOR-DOR heterodimer luminescence, inverse agonism; inhibition, % at 9.3 µM; 340,000 compounds, 0.21% hits; in the data active = inhibition above about 22%, passing the limit was not always enough;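 note: 0% = cells with DMSO and 100% = wells without cells with DMSO; values of inactives mirror those of a sister screen read the other way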
Target sequence (P35372 whole entry, looked up): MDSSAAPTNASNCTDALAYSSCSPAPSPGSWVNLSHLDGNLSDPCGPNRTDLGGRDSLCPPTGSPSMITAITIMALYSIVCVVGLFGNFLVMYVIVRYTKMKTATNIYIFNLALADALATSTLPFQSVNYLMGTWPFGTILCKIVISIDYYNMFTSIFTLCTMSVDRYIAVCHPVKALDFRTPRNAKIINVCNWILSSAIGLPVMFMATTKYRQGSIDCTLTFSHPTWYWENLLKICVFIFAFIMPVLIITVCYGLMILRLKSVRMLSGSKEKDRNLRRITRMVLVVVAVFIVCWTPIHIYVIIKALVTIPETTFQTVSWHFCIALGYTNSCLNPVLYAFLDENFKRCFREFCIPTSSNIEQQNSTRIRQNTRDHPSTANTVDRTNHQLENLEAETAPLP
Target sequence (P41143 whole entry, looked up): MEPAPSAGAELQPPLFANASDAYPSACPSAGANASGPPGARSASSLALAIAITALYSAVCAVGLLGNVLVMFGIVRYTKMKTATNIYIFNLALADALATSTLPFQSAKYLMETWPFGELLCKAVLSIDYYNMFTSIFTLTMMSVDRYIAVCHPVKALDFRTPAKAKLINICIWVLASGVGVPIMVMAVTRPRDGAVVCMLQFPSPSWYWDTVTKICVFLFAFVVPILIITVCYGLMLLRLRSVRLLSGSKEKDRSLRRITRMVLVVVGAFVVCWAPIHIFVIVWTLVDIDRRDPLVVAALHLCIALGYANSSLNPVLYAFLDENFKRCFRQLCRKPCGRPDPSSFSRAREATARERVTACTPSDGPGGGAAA
PKA-R2B act: activators of PKA-R2B holoenzyme, primary screen, biochemical, fluorescence polarization, Cy5-IP20, human; 340,000 compounds, 0.079% hits; activation, % at 11.4 µM; cAMP-dependent protein kinase catalytic subunit beta (Homo sapiens) + cAMP-dependent …; PKA-R2B holoenzyme dissociation; R2B truncated from residue 108, S112A mutant; 0% DMSO only, 100% 113 µM cGMP;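 active = activation above a cutoff set at the mean over all compounds plus 3 SD, cut at about 18% in these data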;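 note: higher means more holoenzyme dissociation and a rise in polarization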
DAGLB inhibitor: DAGLB lipase inhibitors, primary screen, biochemical, fluorescence, HTS | inhibition, % at 5.17 µM | AID 504411, 2011 | 340,000 compounds, 0.059% hits | HEK293T DAGLB membrane lysate, EnzChek fluorogenic substrate | Diacylglycerol lipase-beta (Homo sapiens), Q8NCG7; in the data active = inhibition above about 34%;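 note: 0% = enzyme with vehicle and 100% = wells lacking enzyme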
HTR5A ag ctr: HTR5A agonists in luminescence cell assay, primary screen, counter-screen for OPRM1-OPRD1 heterodimer agonist project, full-deck HTS; cell-based; activation, % at 9.3 µM; 340,000 compounds, 0.61% hits; AID 504692, 2011; in the data active = activation mostly above about 9.5%, no sharp cut-off; inactive = mostly below about 7.6%;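 note: 0% = cells with vehicle only and 100% = reference agonist; strong numbers were not always called active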
DSG3 Ab inh: inhibitors of pemphigus antibody binding to DSG3, primary screen, biochemical, bead-based, flow cytometry, scFv-GFP; DSG3-coupled beads, scFv-anti-DSG3-GFP binding; hits give low values; binding (percent of control), % at 10 µM; 310,000 compounds, 0.48% hits; Desmoglein-3 (Homo sapiens), P32926;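 active = binding more than 3 SD below its plate's average and above zero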;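 note: hits lower antibody fragment binding to DSG3; some compounds called inactive have numbers as strong as hits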
HTR5A inv ag: HTR5A inverse agonists in luminescence cell assay, primary screen, counter-screen for OPRM1-OPRD1 heterodimer inverse agonist project, full-deck HTS; 5-hydroxytryptamine receptor 5A (Homo sapiens), P47898; inhibition, % at 9.3 µM; AID 504634, 2011; HTR5A cell line, inverse agonism; 340,000 compounds, 0.083% hits; in the data active = inhibition mostly above about 23%, no sharp cut-off; inactive = mostly below about 18%;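 note: 0% = cells with DMSO and 100% = no-cell wells with DMSO; some compounds called inactive have numbers as strong as hits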
Arr AP2 block: inhibitors of beta-arrestin/AP2 binding, primary screen, biochemical, GPCR trafficking, flow cytometry; FITC-arrestin peptide / GST-AP2 beads; AP2 beta2 appendage carries R879A mutation; inhibition, % at 10 µM; 340,000 compounds, 0.31% hits; AID 504490, 2011;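 active = inhibition above a set limit, near 3 SD of compounds lacking own fluorescence, cut at about 54% in these data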;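 note: plate controls were DMSO wells for no effect and 5 µM unlabelled arrestin peptide for full effect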
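Material – AP2 appendage R879A on GSH beads · Buffer or medium – PBS with 0.05% Tween 20 and 0.1% BSA · Probe or stimulus – fluorescein-tagged arrestin peptide at 50 nM final · Incubation – compound with beads 12 min RT, then probe 1 h RT · Detection – high-throughput flow cytometry of beads, ex 488, em 535 nm · Evaluation – percent response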
OPRM1-OPRD1 ag: agonists of OPRM1-OPRD1 heterodimerization, primary screen, cell-based, luminescence; AID 504326, 2011; activation, % at 9.3 µM; 340,000 compounds, 0.3% hits; cells; Mu-type opioid receptor (Homo sapiens) + Delta-type opioid receptor (Homo sapiens), …; in the data active = activation above about 18%;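 note: 0% = vehicle-treated cells and 100% = reference agonist; values of inactives mirror those of a sister screen read the other way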
V-ATPase pH: regulators of yeast V-ATPase proton pumping, primary screen, pHLuorin cytosolic pH fluorescence. S. cerevisiae. response, % at 10 µM. 350,000 compounds, 0.37% hits; in the data active = response mostly above about 7.3%, no sharp cut-off; inactive = mostly below about 5.4%; note: actives read high; inactives centre near 0; some compounds called inactive have numbers as strong as hits; reference of the scale not given here
* marks the source's active call; other numbers are inactive results; nt = not tested or not shown.

SMILES | PKA-R1A act | MOR-DOR inv ag | PKA-R2B act | DAGLB inhibitor | HTR5A ag ctr | DSG3 Ab inh | HTR5A inv ag | Arr AP2 block | OPRM1-OPRD1 ag | V-ATPase pH
COC(c1ccccc1)c1nnc(CCC(=O)N2CCN(Cc3cccs3)CC2)o1 (stereo not drawn) | 3 | 4 | 2 | -2 | -2 | 100 | -23 | 19 | -0.8 | -1
O=c1[nH]cnc2ccsc12 | 4 | 16 | -12 | -4 | 2 | 105 | -6 | 6 | -2.8 | -2
COc1ccc(C(C(=O)NCCC(C)C)N(CCCO)C(=O)c2snc(C(N)=O)c2N)cc1OC (stereo not drawn) | -4 | 13 | 7 | -1 | -3 | 93 | 11 | -6 | -2.7 | -1
CC(=O)N1CCN(C(=O)c2cc(-c3cccc4ccccc34)nc3ccccc23)CC1 | 9 | 2 | -5 | 0 | 3 | 101 | 2 | 16 | -0.4 | 2
CCCNC(=O)C(Cc1ccc(C(F)(F)P(=O)(OCC)OCC)cc1)NC(=O)c1ccc(C#N)cc1 (stereo not drawn) | -8 | 13 | -4 | -3 | -1 | 104 | -6 | 11 | -2.3 | 2
CCOC(=O)Cc1cc(=O)n2[nH]c(C)c(-c3ccccc3OC)c2n1 | 1 | 7 | 2 | 2 | 4 | 102 | -10 | -15 | -1.4 | 19*
O=C1Nc2c(Br)cccc2C1=O | 12 | 1 | -6 | 0 | -3 | 96 | 12 | 6 | -0.1 | 3
CCC(C)c1ccccc1NC(=O)COC(=O)C1=COCCO1 (stereo not drawn) | 3 | 9 | 2 | 2 | 0 | 102 | 1 | -2 | -1.8 | 0
Cc1oc(-c2ccccc2Cl)nc1CN1CCCCC1CO (stereo not drawn) | 7 | 4 | -1 | -1 | -2 | 112 | -15 | 3 | -0.5 | 5
Oc1ccc2ccccc2c1/C=C/c1ccc2c(Br)cc(Br)c(O)c2n1 | -5 | 2 | -8 | 3 | -3 | 94 | 11 | 10 | -0.5 | -4
COc1ccc(-c2nnc3ccc(SC(C(C)=O)C(C)=O)nn23)cc1OC | -2 | 7 | -7 | -5 | -3 | 88 | -9 | -2 | -1.2 | -1
CC(C)(C)NC(=O)CSc1nnc(Cc2ccc3c(c2)OCO3)n1C1CCCCC1 | -4 | 5 | 1 | 1 | -3 | 100 | -13 | -2 | -1.0 | 0
O=C(OCc1ccccc1Cl)c1ccccc1C(=O)c1ccccc1 | -6 | -11 | 1 | -14 | 2 | nt | 27 | 0 | 2.0 | -3
Cc1noc(C)c1CSc1nnc(-c2ccncc2)n1-c1ccc(Cl)c(Cl)c1 | 7 | 14 | -13 | -1 | 0 | 109 | 21 | 0 | -3.2 | 0
COC(=O)c1cc(N2CCN(C)CC2)nc2ccccc12 | 3 | 1 | 0 | -4 | 6 | 103 | -14 | 5 | -0.2 | 3
COc1ccc(N2CCN(C(=O)C(Cc3ccccc3)n3cccc3)CC2)cc1 (stereo not drawn) | -7 | -3 | 4 | 2 | 2 | 113 | 7 | 3 | 0.5 | 0
O=C(CN1C(=O)c2ccccc2C1=O)c1ccccc1 | 6 | 15 | 9 | -2 | -5 | nt | 11 | -4 | -3.6 | 0
Cc1cccc(NC2=CC(=O)CC(C)(C)C2)c1C | -1 | 14 | 7 | -2 | -2 | 103 | 6 | 32 | -3.0 | 7
CC(C)Cc1nc(SCC(=O)Nc2ccc(S(N)(=O)=O)cc2)n[nH]1 | -5 | 18 | -14 | 4 | 2 | 97 | 5 | 3 | -3.7 | 0
Cc1cc(C)cc(C(=O)NCC(=O)OCC(=O)c2cc(C)n(CC(F)(F)F)c2C)c1 | -12 | -14 | -12 | -1 | -2 | 96 | 7 | -5 | 2.0 | -2
COc1ccc2oc(C(=O)NCC3CCCO3)c(C)c2c1 (stereo not drawn) | -13 | 10 | 4 | -3 | -1 | 107 | 4 | 2 | -2.5 | 4
O=C(c1cc(Cl)ccc1[N+](=O)[O-])N1CCc2ccccc2C1 | -3 | 7 | -5 | -3 | 2 | 106 | -7 | -20 | -1.4 | 1
Cc1cc(C)n(-c2nc(NCCN(C)C)c3c4c(sc3n2)CCCC4)n1 | -1 | -5 | -12 | -1 | -2 | 112 | 1 | 1 | 1.0 | -6
NC(=O)CC(NC(=O)c1ccccc1)c1ccc(NCc2ccc(F)c(F)c2)c([N+](=O)[O-])c1 (stereo not drawn) | -3 | 5 | -10 | 8 | 6 | 97 | 8 | 24 | -0.9 | 3

6 records drawn at random from the list so far, as already listed:
SMILES | PKA-R1A act | MOR-DOR inv ag | PKA-R2B act | DAGLB inhibitor | HTR5A ag ctr | DSG3 Ab inh | HTR5A inv ag | Arr AP2 block | OPRM1-OPRD1 ag | V-ATPase pH
COc1ccc(N2CCN(C(=O)C(Cc3ccccc3)n3cccc3)CC2)cc1 (stereo not drawn) | -7 | -3 | 4 | 2 | 2 | 113 | 7 | 3 | 0.5 | 0
O=C(OCc1ccccc1Cl)c1ccccc1C(=O)c1ccccc1 | -6 | -11 | 1 | -14 | 2 | nt | 27 | 0 | 2.0 | -3
O=C(c1cc(Cl)ccc1[N+](=O)[O-])N1CCc2ccccc2C1 | -3 | 7 | -5 | -3 | 2 | 106 | -7 | -20 | -1.4 | 1
NC(=O)CC(NC(=O)c1ccccc1)c1ccc(NCc2ccc(F)c(F)c2)c([N+](=O)[O-])c1 (stereo not drawn) | -3 | 5 | -10 | 8 | 6 | 97 | 8 | 24 | -0.9 | 3
O=C(CN1C(=O)c2ccccc2C1=O)c1ccccc1 | 6 | 15 | 9 | -2 | -5 | nt | 11 | -4 | -3.6 | 0
COc1ccc2oc(C(=O)NCC3CCCO3)c(C)c2c1 (stereo not drawn) | -13 | 10 | 4 | -3 | -1 | 107 | 4 | 2 | -2.5 | 4

(more compounds)
SMILES | PKA-R1A act | MOR-DOR inv ag | PKA-R2B act | DAGLB inhibitor | HTR5A ag ctr | DSG3 Ab inh | HTR5A inv ag | Arr AP2 block | OPRM1-OPRD1 ag | V-ATPase pH
C1CCc2nnc(-c3nnc4n3CCCCC4)n2CC1 | -13 | 4 | -7 | 0 | 8 | 103 | -23 | 27 | -0.7 | 0
COc1cc(/C=C2/NC(=O)N(Cc3ccccc3F)C2=O)cc(OC)c1O | -11 | -6 | 0 | 5 | 5 | 104 | -4 | 13 | 1.3 | 1
COc1ccc(NC(=O)CCNC(=O)c2ccc([N+](=O)[O-])cc2)cc1S(=O)(=O)N1CCCCC1 | -12 | -2 | -1 | 2 | 0 | 94 | -1 | -14 | 0.4 | -4
CC(C)(Oc1ccc(Cl)cc1)C(=O)Nc1ccc(S(=O)(=O)Nc2ncccn2)cc1 | -1 | 12 | 1 | 4 | 5 | nt | -14 | -6 | -1.9 | 2
CCc1noc(C)c1C(=O)OC(C)C(=O)Nc1ccc(Cl)cn1 (stereo not drawn) | -6 | -3 | 4 | -1 | 2 | 104 | -9 | -2 | 0.6 | 3
c1ccc2c(c1)CC(N1CCCCC1)c1ccccc1S2 (stereo not drawn) | -5 | -6 | -7 | -8 | 3 | 118 | -26 | 8 | 1.1 | -4
N#Cc1ccc(Cl)cc1NC(=O)COC(=O)[C@H](CCC(N)=O)NC(=O)c1ccc(F)cc1 | 13 | -6 | -5 | 1 | 2 | nt | -25 | -5 | 1.2 | 8
COCCN(Cc1ccccc1)C(=O)c1cc(S(=O)(=O)N2CCCCCC2)ccc1OC | 7 | -5 | 9 | -4 | 0 | 102 | 6 | 5 | 1.0 | -3
CSc1nc2ccccc2cc1/C=C(\C#N)c1ccc(Cl)cc1Cl | -7 | 3 | 0 | -4 | 1 | 111 | 3 | 2 | -0.6 | -2
CC(C)OC(=O)c1ccc(N2CCN(c3ccccc3F)CC2)nc1 | -8 | -10 | 5 | -10 | 5 | 96 | -18 | 6 | 2.2 | -1
O=C(Nc1cc([N+](=O)[O-])ccc1N1CCOCC1)c1ccco1 | -10 | -1 | 5 | 0 | 5 | 103 | -14 | -13 | 0.2 | 1
Cc1ccc(C(=O)c2c3ccc(C(F)(F)F)cc3[n+]([O-])n2CCC(N)=O)cc1 | -5 | 9 | 2 | -1 | 2 | 100 | -18 | 15 | -1.7 | 2
Cc1oc2cc3oc(=O)c(CC(=O)NCCC(=O)O)c(C)c3cc2c1C | -7 | 4 | -2 | -7 | 3 | 118 | -10 | 11 | -0.9 | -1
O=C(Nc1c2c(nn1-c1ccccc1)CS(=O)(=O)C2)c1ccc(Br)o1 | 2 | nt | 9 | -1 | nt | 107 | nt | nt | nt | 1
COC(=O)c1ccc(-c2ccco2)n1Cc1ccccc1Cl | -4 | -13 | -10 | -9 | 0 | 108 | -25 | 9 | 2.3 | -4
O=C(NN=C1CCCC1)c1cc(Cl)cc(Cl)c1O | 17 | 3 | 1 | 13 | -1 | 100 | 4 | 2 | -0.6 | 1
CC1CCCCC12NC(=O)N(CC(=O)Nc1ccccc1N1CCOCC1)C2=O (stereo not drawn) | -3 | 13 | -8 | -3 | 2 | 95 | -6 | 19 | -2.6 | 1
NC(=O)CC[C@@H]1NC(=O)[C@H](CO)NC(=O)c2cc([N+](=O)[O-])cc(I)c2NCC[C@@H](C(N)=O)NC1=O | 0 | 8 | 0 | 3 | 0 | 98 | -5 | -10 | -1.5 | -1
Cc1ccc(CNC(=O)CCNC(=O)c2ccc([N+](=O)[O-])cc2)cc1 | 7 | -2 | 6 | 3 | 5 | 102 | -11 | 16 | 0.4 | 2
Nc1nc(SCC(=O)OCc2ccccc2)[nH]c(=O)c1NC(=O)c1ccco1 | 3 | -1 | 7 | 0 | -1 | 100 | 3 | -4 | 0.1 | -2
